ST2 IL33 inh – IL1RL1 inhibition | AlphaLISA ST2-Fc/biotin-IL-33 interaction, 1 h | 78,000 compounds, 2.3% hits | inhibition, % for hits at 17 µM; in the data active means inhibition above about 30%; inconclusive means mostly about 10% to 28%
Target sequence (Q01638 whole entry, looked up): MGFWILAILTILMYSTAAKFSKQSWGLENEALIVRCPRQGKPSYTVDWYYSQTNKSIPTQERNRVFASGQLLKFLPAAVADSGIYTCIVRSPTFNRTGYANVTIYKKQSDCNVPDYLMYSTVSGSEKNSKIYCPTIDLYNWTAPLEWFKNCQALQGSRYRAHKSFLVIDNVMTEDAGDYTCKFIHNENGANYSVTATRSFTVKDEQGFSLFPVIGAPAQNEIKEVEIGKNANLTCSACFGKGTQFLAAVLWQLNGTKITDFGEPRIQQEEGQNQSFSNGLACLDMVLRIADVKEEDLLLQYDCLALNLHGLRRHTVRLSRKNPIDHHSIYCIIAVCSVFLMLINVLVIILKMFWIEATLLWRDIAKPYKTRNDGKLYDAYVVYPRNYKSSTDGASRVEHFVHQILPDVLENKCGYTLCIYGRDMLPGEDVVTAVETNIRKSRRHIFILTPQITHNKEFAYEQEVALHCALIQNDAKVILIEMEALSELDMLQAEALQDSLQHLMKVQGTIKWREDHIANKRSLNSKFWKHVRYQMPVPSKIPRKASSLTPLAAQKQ
* = called active by the depositor; i = inactive; u = inconclusive; ! = not active in a repeat.

SMILES	ST2 IL33 inh
CCc1c(C)[nH]n(-c2ccc(Oc3ccccc3)c(S(=O)(=O)O)c2)c1=O	i
CCc1ccccc1C(=O)N1CC[C@H](O)[C@@H](O)C1	u
CC1=C(C(=O)Nc2ccc(Cl)cc2)C(c2ccncc2)C(C#N)=C(SCC(N)=O)N1 (stereo not given)	i
COc1ccc(S(=O)(=O)CC(SC#N)c2ccccc2)cc1 (stereo not given)	u
COc1cc(NC(=Nc2nc(C)cc(C)n2)NC(=O)c2ccccc2)c(OC)cc1Cl	u
OCCCNc1ncnc2sc3c(c12)CCCCC3	u
Cc1nc2nc(C)c(NC(=O)Nc3cccc(C(F)(F)F)c3)c(=O)n2[nH]1	i
COCC(=O)Nc1ccc(-c2nc3ccc(C)cc3s2)cc1	i
O=C(Nc1cccc(Cl)c1)c1cccc(N2C(=O)C=CC2=O)c1	i
CN1CC2(CCN(C(=O)c3cc(-c4ccccc4)nc4ccccc34)C2)OC1=O (stereo not given)	u
O=C1c2ccccc2-c2nn(C(=O)C3CCN(S(=O)(=O)c4cccs4)CC3)c3cccc1c23	i
Cc1ccc(-c2ccc(S(C)(=O)=O)cc2)cn1	u
O=C1CCC(=O)N(O)CCCCCNC(=O)CCC(=O)N(O)CCCCNC(=O)CCC(=O)N(O)CCCCCN1	i
O=C1CCC(C(=O)N2CCCCO2)CN1CCc1ccccn1 (stereo not given)	u
CCN1CCN(C(c2cccs2)C(C)NS(=O)(=O)c2ccc(F)cc2)CC1 (stereo not given)	u
Cn1c(=O)cc(SCC(=O)NCCN2CCN(c3ccccc3F)CC2)c2ccccc21	i
COc1ccc(Cc2noc(/C=C/c3ccc(C)cc3)n2)cc1OC	u
CCC(C)NC(=O)c1cc(-c2ccc(Br)cc2)on1 (stereo not given)	i
O=C(Nc1ccc(F)cc1)c1oc2ccccc2c1NC(=O)C1CC1	i
COc1ccc(C2CC(=O)C3=C(C2)Nc2ccccc2NC3c2ccc(C)o2)cc1 (stereo not given)	i
Cc1cc(Cn2cnc(-c3ccccc3)c2COCc2ccccc2)no1	i
COc1cc(N2C(=O)C3C4C=CC(C4)C3C2=O)c(OC)cc1Cl (stereo not given)	i
CCOc1ccc2nc(Nc3nc(C)c(Cc4ccccc4)c(=O)[nH]3)nc(C)c2c1	i
N[C@@H]1CC[C@@H](NS(=O)(=O)c2c(Cl)cccc2Cl)C1	u
Cc1nc(N2CCC(NCC3C4CC5CC(C4)CC3C5)CC2)nc2cc(S(C)(=O)=O)ccc12 (stereo not given)	i
C=CCN(Cc1ccco1)Cc1ccc(-c2ccn[nH]2)o1	i
CCNC(=O)C(=O)Nc1cccc(Cl)c1Cl	i
O=C(O)Cc1ccc2c(c1)[nH]c1ccc(Br)cc12	i
CCc1cc2c(=O)oc(-c3ccc(Br)cc3)nc2s1	u
COC(=O)C(C)Sc1nc2c([nH]c3ccccc32)c(=O)n1-c1ccc(F)cc1 (stereo not given)	u
CCOc1cc(/C=C2/SC(=Nc3ccccc3)NC2=O)ccc1O	u
O=C(Cc1ccccc1F)Nc1ccc2c(c1)CN(C(=O)CC1=CCCCC1)CC2	u
COC(=O)c1c(NC(=O)C(C)(C)C)sc2c1CCN(Cc1ccccc1)C2	i
CC1CCN(C2CC(=O)N(c3ccc(Br)cc3Br)C2=O)CC1 (stereo not given)	i
Cc1nn(Cc2ccccc2)c(C)c1NC(=O)c1cc(-c2ccc(F)cc2)on1	i
C=CCn1c(CCCNC(=O)c2ccc(Cl)cc2)nc2ccccc21	i
O=C(Nc1nc(-c2ccccn2)cs1)c1sc2ccccc2c1Cl	u
COc1ccc(S(=O)(=O)NCc2nc3cccnc3n2Cc2ccccc2Cl)cc1	i
CN1CCN(C)C2(CCN(C(=O)c3ccc4cccnc4c3O)CC2)C1	u
CN1C[C@@H](NC(=O)Nc2ccc(F)cc2F)C[C@H]1c1nc(-c2ccc(Cl)cc2)no1	i
CCCOC(=O)c1ccc(NS(=O)(=O)c2ccc(Br)s2)cc1	i
O=[N+]([O-])c1ccc(CN2CCN(c3ncccn3)CC2)cc1	i
O=C(NC1CC1)c1ccc2c(c1)N(Cc1ccccc1)C(=O)c1ccccc1S2	i
CC(=O)N1c2c(cc(Br)cc2S(=O)(=O)N2CCN(c3ccccc3)CC2)CC1C (stereo not given)	i
CC(=O)c1ccc(N2CN=c3s/c(=C\c4cccc([N+](=O)[O-])c4)c(=O)n3C2)cc1	i
O=C(CCN1CCCO1)N1CCOc2c(O)cc(-c3cccnc3)cc2C1	i
C=CCc1cccc2cc(C(=O)Nc3cccc([N+](=O)[O-])c3)c(=O)oc12	i
COc1ccc(-c2c(C#N)c(N)nc3sc(C(=O)c4ccc(C)cc4)c(N)c23)cc1	i
COc1ccc(Cl)cc1N1C(=O)C2C3CCC(C3)C2C1=O (stereo not given)	i
Cc1cc(N2CCC(C)CC2)nc2ccc(NC(=O)CCC(=O)N3CCCCC3)cc12	i
(cont.)
SMILES	ST2 IL33 inh
COC(=O)[C@H]1C[C@@H](O)CCN1S(=O)(=O)c1ccc(C(F)(F)F)cc1	i
Cc1cc(Cl)ccc1OCC(=O)Nc1ccc(-c2nc3cccnc3o2)cc1	i
O=C(C[C@@H]1O[C@H](CNC(=O)C2CC2)[C@@H](O)[C@H]1O)NC1CC1	i
O=C(O)CCn1c2c(sc1=O)C1c3ccccc3OCC1CS2 (stereo not given)	i
CCn1c(CCCNC(C)=O)nc2ccccc21	i
COc1ccc2nc3oc(C(=O)NCCCN4CC(C)CC(C)C4)cc3cc2c1 (stereo not given)	i
CCc1ccc(S(=O)(=O)N2CCSC2c2cccc([N+](=O)[O-])c2)cc1 (stereo not given)	i
CCOC(=O)C1=C(C)NC2=C(C(=O)C(C(=O)OC)C(C)C2)C1c1ccc(Cl)cc1Cl (stereo not given)	i
Cc1ccc(S(=O)(=O)N(C)C)cc1N	i
CCn1cc(C(=O)N2CCC(C)CC2)c2cc(OC)c(OC)cc2c1=O	i
Cc1ccc(NC(=O)C2(N(CC(C)C)C(=O)Cn3nnnc3N)CCCCC2)cc1	i
Cc1ccc(N(Cc2ccccc2O)C(=O)CN2C(=O)c3ccccc3S2(=O)=O)cc1	i
COc1cccc(C2c3[nH]c4ccccc4c3CCN2C(=O)c2ccsc2)c1OC (stereo not given)	i
O=C(C1CCC(CNS(=O)(=O)c2cccc3nsnc23)CC1)N1CCc2ccccc21 (stereo not given)	i
COc1cc(NCc2ccccc2CN(C)C)ncn1	u
CCc1cccc(-n2c(C)nc3c(cnn3-c3ccc(Cl)cc3)c2=O)c1	u
O=C(NC1C2CC3CC(C2)CC1C3)c1ccccn1 (stereo not given)	i
COc1ccc(/C=C2/SC(=N)N(c3ccccc3OC)C2=O)cc1	u
O=C(CCc1ccccc1)Nc1c[nH]c(=O)[nH]c1=O	i
Cc1ccc(C)c2c1NC(=O)C2CC(=O)NCc1ccc2c(c1)OCO2 (stereo not given)	i
COCc1ccc(CN2CCOc3ccc(C(C)(O)COc4ccccc4)cc3C2)o1 (stereo not given)	i
CNC1(C)C2CCC(C2)C1(C)C (stereo not given)	u
O=C(Nc1nc2ccc3ccccc3c2s1)c1coc2ccccc2c1=O	i
Cc1cccc2[nH]c(-c3ccc(NC(=O)c4ccc([N+](=O)[O-])cc4)cc3)nc12	i
Cc1ccc(S(=O)(=O)N(CC(=O)N2CCOCC2)Cc2ccc(Cl)cc2Cl)cc1	i
COc1ccc2c(c1)CCc1c(C(=O)N3CCc4ccccc4C3)noc1-2	i
COc1cccc(C2=NN(C(=O)c3ccccc3Cl)C(O)(C(F)(F)F)C2)c1 (stereo not given)	i
COc1ccc(NC(=O)CSc2ccccn2)cc1	i
O=C(NCCCN1CCCC1=O)c1ccc2c(Cl)c3c(nc2c1)CCCC3	i
O=[N+]([O-])c1ccccc1CN1CCN(CC2CC3C=CC2C3)CC1 (stereo not given)	u
O=C(O)C1CC=CCC1C(=O)Nc1ccc(Br)c2cccnc12 (stereo not given)	i
CCc1ccc(NS(=O)(=O)c2ccc3c(c2)c(=O)n(C)c(=O)n3C)cc1	i
CC1=NC(c2ccccc2)(c2ccccc2)c2ccccc2N1	i
Cn1c(/C=C/c2ccc(Cl)cc2Cl)c([N+](=O)[O-])c(=O)n(C)c1=O	i
COc1cc(C(=O)Nc2cccc(OCc3cc(=O)n4ccc(C)cc4n3)c2)cc(OC)c1OC	i
COc1cccc(-c2cnn3cccnc23)c1F	u
CCc1nnc(NC(=O)C(C(C)C)N2C(=O)c3ccccc3C2=O)s1 (stereo not given)	i
CCSc1nc(N)c(C#N)c(CC)c1C#N	i
Cc1nc2c(c(NCCc3csc(-c4cccnc4)n3)n1)CCNC2	i
O=C(O)CN1C(=O)c2ccc(Br)cc2C1=O	i
CCN=C(NS(=O)(=O)c1ccc(Br)cc1)c1ccccc1	u
CCc1nc(C)c(C(=O)NCc2cc(C)cc3c(C)c(C)[nH]c23)o1	u
COc1ccccc1N1CCN(C(=O)Nc2ccc([N+](=O)[O-])cc2)CC1	i
N#CC1=C(N)SC(N)=C(C#N)C1c1cccc(Cl)c1	u
Cc1c(Cl)cccc1-n1ncnc1-c1ccc(N(C)C)cc1	u
O=C(CS(=O)(=O)c1cccc2nsnc12)Nc1ccc(F)c(Cl)c1	i
NC(=O)c1cnc2n1CCN(C(=O)COCc1ccccc1)C2	i
COc1ccccc1N1CCN(c2ncnc3sc(C(=O)O)c(C)c23)CC1	40%*!
COc1ccc(C2=NN(C(=O)CCC(=O)O)C(c3ccc(Cl)cc3Cl)C2)cc1 (stereo not given)	i
COc1cc(C2Nc3ccccc3NC3=C2C(=O)CCC3)cc(OC)c1O (stereo not given)	u
The listing continues.
SMILES	ST2 IL33 inh
CCCCC1C=CCN1C(=O)c1cccc(C#CC(C)(C)O)c1 (stereo not given)	i
CC(C)CNC(=O)c1ccc(NC(=O)c2ccccc2I)cc1	i
CCN1CCN(c2nnc(-c3ccccc3)c3ccccc23)CC1	u
Cc1ccc([C@@H]2Nc3c(F)cccc3[C@@H]3C=CC[C@@H]32)cc1	i
Cc1noc(C)c1CNC(=O)C(O)c1ccc(C(F)(F)F)cc1 (stereo not given)	i
COc1cccc(OC)c1C(=O)Oc1cccc2ccc(C)nc12	i
O=C(Nc1ccc2c(c1)OC(F)(F)O2)c1ccccc1C1CCNC1 (stereo not given)	u
CN(C)CC1(O)CCCN(C(=O)c2ccccc2N2CCCC2)CC1 (stereo not given)	i
O=C(c1cnc(N2CCN(c3ccccn3)CC2)c2ccccc12)N1CCN(c2ccccn2)CC1	i
c1ccc(CNn2cnnc2)cc1	i
COC(=O)[C@@H]1Cc2ncn(C)c2CN1S(=O)(=O)c1ccc2ccccc2c1	i
Cc1cc(N2CCOCC2)nc2ccc(NC(=O)CCC(=O)Nc3ccc(F)cc3F)cc12	i
O=C(NCC1(O)CCNC1)C1CCN(C(=O)c2ccccn2)CC1 (stereo not given)	u
Cc1ccc(CN2CCCN(CC(=O)NCc3ccc(F)cc3)S2(=O)=O)cc1	i
Cc1cc(C)n(-c2cccc(CN(C)C(=O)c3cn(CC4CCCO4)nn3)c2)n1 (stereo not given)	i
O=S(=O)(c1cccc2c(I)cccc12)N1CCCNCC1	i
CCC(C)c1ccccc1OCCn1ccnc1 (stereo not given)	i
CN(C)c1ccc(/C=C(\C#N)c2nc3ccccc3[nH]2)cc1	u
COc1cccc2cc(NC(=O)/C=C/c3ccc(Cl)cc3)c(=O)oc12	u
CC1CCc2nc(NC(=O)c3ccc(S(=O)(=O)N4CC(C)CC(C)C4)cc3)sc2C1 (stereo not given)	i
CN(C(=O)c1cc(-c2ccc(Br)cc2)on1)c1ccccc1	i
CC(C)c1nnc2sc(C3CCOC(C)(C)C3)nn12 (stereo not given)	u
O=C(c1ccco1)N1N=C(c2ccc(Br)cc2)CC1(O)C(F)(F)F (stereo not given)	i
COc1cccc(C2C(C#N)=C(N)OC3=C2C(=O)CC(c2ccccc2)C3)c1 (stereo not given)	i
Cc1ccc(C2C3CN(C)CC=C3C(C#N)=C(N)C2(C#N)C#N)c(C)c1 (stereo not given)	i
CCCn1nccc1C(=O)NCc1cc(F)cc2c(C)c(C)[nH]c12	u
COc1ccc(NC2(C(=O)N3CCn4cncc4C3)CCCC2)cc1	u
O=C(Nc1cccc([N+](=O)[O-])c1)c1cccc(S(=O)(=O)N2CCCCC2)c1	u
COc1ccc(-c2nc3cc(NC(=O)c4ccccc4)ccc3o2)cc1	i
COc1ccc(CC(=O)Nc2cccc(-c3nc4ncccc4o3)c2)cc1OC	u

From PubChem BioAssay

This is a subset. The share of hits here may be higher or lower than overall.
